# Source: PubChem
# HepG2 tox = qHTS for Inhibitors of TGF-b: Cytotox Counterscreen; HepG2 CAGA-GFP viability, ATP luminescence, 18 h; Potency, µM (doses to about 46.1 µM), for inactives: at the highest dose activity change, negative = cytotoxicity, usual class: cytotoxic; hit rate 0.76% among 410,000; further: some results filed as inactive show a strong effect at the top dose
#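 CellTiter-Glo luminescence gave cytotoxicity after 18 hours at 37 degrees C. The cells were HepG2 CAGA-GFP in 1% FBS DMEM, stimulated with 500 pg/mL TGF-beta after compound addition. %Activity was normalised to no-cell wells (complete cell-killing) and DMSO (no toxicity), and curves were fitted and classified.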
# MCF10A rereplic = A quantitative high throughput screen for small molecules that induce DNA re-replication in MCF 10a normal breast cells. MCF 10A DNA re-replication, Hoechst nuclear intensity, 48 h. Potency, µM (top dose mostly 46.1 µM), without a hit: at the top dose activity, positive = re-replication, actives largely listed as activators. hit rate 2.9% among 350,000; further: % of control where 0% means no effect; nearly all actives have a fitted effect of over 50% in size
# Nrf2 ARE act = qHTS of Nrf2 Activators. AREc32 ARE-luciferase reporter (MCF7-derived line), luminescence, 24 h. Potency, µM (titrated, usually from 46.1 µM), inactives show top-dose activation, actives largely listed as activators. hit rate 0.31% among 410,000. AID 624171, 2012; further: % of control where 0% means no effect; nearly all actives have a fitted effect of over 65% in size
#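 Luminescent ARE reporter assay in AREc32_Fluc cells: overnight plating at 37 deg C, 24 hr compound incubation, Steady-Glo added, 30 min RT before reading.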
# ATXN2 expr inh = Primary qHTS for Inhibitors of ATXN expression; HEK-293 ATXN2-luciferase reporter, luminescence, 24 h; Potency, µM (titrated, usually from 57 µM), for the others: top-dose activity change, negative = inhibition, most hits filed as inhibitors; hit rate 0.72% among 360,000; AID 1745845, 2022; further: on the % scale 0 is the no-effect control and ±100 the full control effect; nearly all actives have a fitted effect of over 55% in size
#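 qHTS (up to 57 uM final) was run with 24 h compound exposure of reporter cells at 37 °C. Each well was multiplexed: SteadyGlo luminescence measured ATXN2-luciferase expression after a fluorogenic Gly-Phe-AFC viability readout (25 uM final).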
# TGFb inhibitor = qHTS for Inhibitors of TGF-b; Potency, µM (titrated, usually from 46.1 µM), for the others: at the highest dose activity, negative = inhibition, actives largely listed as inhibitors; hit rate 1.2% among 410,000; HepG2 CAGA-GFP TGF-b/SMAD3 reporter, GFP fluorescence, 18 h; TGF-beta stimulated, 500 pg/mL final; further: on the % scale 0 is the no-effect control and ±100 the full control effect; nearly all actives have a fitted effect of over 65% in size
#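 HEPG2 CAGA-GFP reporter cells (1000/well, DMEM with 1% FBS) received compounds, then recombinant TGF-beta at 500 pg/mL final for 18 hours at 37 degrees C. Per-cell GFP summed per well was normalised to unstimulated and stimulated DMSO controls before curve fitting.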
# ATXN viability = Viability Counterscreen for Primary qHTS for Inhibitors of ATXN expression | S2 cells (HEK-293 line with an ATXN2-luciferase reporter) viability, CellTiter-Fluor protease fluorescence, 24 h | hit rate 0.49% among 400,000 | Potency, µM (doses to about 56.7 µM), hits mostly cytotoxic; further: nearly all actives have a fitted effect of over 40% in size
# EPAC2 antagonist = qHTS for Antagonist of cAMP-regulated guanine nucleotide exchange factor 2 (EPAC2): primary screen. hit rate 0.18% among 360,000. Potency, µM (series often up to 114 µM), without a hit: at the highest dose activity, negative = inhibition, hits mostly inhibitors. Rap guanine nucleotide exchange factor 4 (Homo sapiens), Q8WZA2. EPAC2 GEF exchange of Rap1B-BODIPY-GDP, fluorescence; further: on the % scale 0 is the no-effect control and ±100 the full control effect; nearly all actives have a fitted effect of over 45% in size; many of its hits are not listed in these tables
# Target sequence (Q8WZA2 whole entry, looked up): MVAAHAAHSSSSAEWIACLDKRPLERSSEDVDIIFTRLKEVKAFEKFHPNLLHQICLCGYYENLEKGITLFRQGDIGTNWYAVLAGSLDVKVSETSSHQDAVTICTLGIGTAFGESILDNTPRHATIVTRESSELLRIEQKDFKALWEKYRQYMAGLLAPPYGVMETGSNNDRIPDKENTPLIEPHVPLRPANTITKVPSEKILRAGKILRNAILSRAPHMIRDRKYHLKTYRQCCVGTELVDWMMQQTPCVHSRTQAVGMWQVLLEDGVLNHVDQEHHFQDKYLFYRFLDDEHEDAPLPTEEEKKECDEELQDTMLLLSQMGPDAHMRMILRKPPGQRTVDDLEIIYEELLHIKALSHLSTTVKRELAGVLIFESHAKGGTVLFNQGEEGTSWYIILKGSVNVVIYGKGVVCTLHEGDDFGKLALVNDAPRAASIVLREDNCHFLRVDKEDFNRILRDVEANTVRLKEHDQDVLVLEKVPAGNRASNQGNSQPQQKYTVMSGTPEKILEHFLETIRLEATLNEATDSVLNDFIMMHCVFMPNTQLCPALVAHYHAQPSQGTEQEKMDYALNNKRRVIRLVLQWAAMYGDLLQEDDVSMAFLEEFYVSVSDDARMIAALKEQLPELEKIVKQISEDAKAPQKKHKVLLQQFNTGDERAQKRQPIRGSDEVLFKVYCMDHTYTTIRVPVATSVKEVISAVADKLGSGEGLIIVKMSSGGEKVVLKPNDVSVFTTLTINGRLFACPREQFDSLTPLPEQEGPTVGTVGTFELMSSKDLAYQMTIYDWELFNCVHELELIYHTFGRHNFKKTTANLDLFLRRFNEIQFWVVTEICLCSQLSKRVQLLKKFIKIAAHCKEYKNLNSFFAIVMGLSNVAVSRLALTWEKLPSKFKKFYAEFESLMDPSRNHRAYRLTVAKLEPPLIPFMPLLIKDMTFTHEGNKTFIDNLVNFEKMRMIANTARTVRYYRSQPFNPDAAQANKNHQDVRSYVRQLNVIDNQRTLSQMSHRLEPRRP
# A549 tox = Nrf2 qHTS screen for inhibitors: counterscreen for cytotoxicity. A549 ARE-Fluc cells, CellTiter-Fluor viability, 18-24 h. Potency, µM (doses to about 46 µM), without a hit: at the top dose activity change, negative = cytotoxicity, most hits filed as inhibitors. hit rate 0.16% among 390,000; further: on the % scale 0 is the no-effect control and ±100 the full control effect
#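 A549 ARE_Fluc cells in 5% FBS OPTI-MEM were exposed to compounds in concentration-response for 18-24 h at 37 deg C. Viability was read by CellTiter-Fluor fluorescence (Ex 405/Em 525) after 30 min, before the luciferase read.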
# Nrf2 inh = Nrf2 qHTS screen for inhibitors; Potency, µM (doses to about 46 µM), for inactives: top-dose activity change, negative = inhibition, hits mostly inhibitors; A549 ARE-Fluc reporter, luciferase luminescence, 18-24 h; hit rate 2.1% among 360,000; further: on the % scale 0 is the no-effect control and ±100 the full control effect; nearly all actives have a fitted effect of over 60% in size
#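 Concentration-response testing used A549 ARE_Fluc cells at 5000 cells/well. Following an 18-24 h compound incubation, viability was read by fluorescence (Ex 405/Em 525) and luciferase output by luminescence.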
# Starred values were filed as active, the others as inactive; i = inactive; ? = inconclusive; . = no result given; & = joins results of further samples; [ ] = remark or other dose. The call rests on the fitted dose curve; in most records, active means well fitted curve in the direction sought with a large enough effect; inconclusive means small, poorly fitted or top-dose-only effect, or another doubt; inactive means no such curve, though single readings can be large; an effect the other way counts as inactive or inconclusive. Potency means the concentration at half of the fitted maximal effect. Not all compounds are listed; the hit share may differ from the screen's.
SMILES,HepG2 tox,MCF10A rereplic,Nrf2 ARE act,ATXN2 expr inh,TGFb inhibitor,ATXN viability,EPAC2 antagonist,A549 tox,Nrf2 inh
Cc1ccc(-n2nc3c(SCCN4CCOCC4)nnc(C)c3c2C)cc1,-1%,?,5.3%,-1%,-1%,i,-20%,-1%,-21%
C#CCOCCOCCOCCNc1nc(N2CCN(C(=O)Cn3cc(CCO)nn3)CC2)nc(N2CCN(C(=O)[C@H](CCCCN)n3cc(CC(C)O)nn3)CC2)n1 (some centres undefined),5%,1%,-1.2%,5%,0%,i,11%,-3%,4%
Cc1cccc(C(=O)N/N=C2/SCC(=O)N2Cc2ccccc2)c1,8%,0%,-0.5%,13%,14%,i,9%,2%,14%
CC1(C(=O)NS(=O)(=O)c2ccc(Cl)cc2)CCN1C(=O)C1(c2ccccc2)CCCC1 (centres undefined),2%,.,-0.9%,2%,11%,i,?,.,.
Cc1c(C(=O)N2CCN(c3ncccn3)CC2)oc2ccc(Cl)cc12,-16%,-5%,3.2%,-6%,-11%,i,-12%,3%,-27%
CCC(=O)Oc1c(C(=O)CC)cc2c(C)cc(=O)oc2c1C,0%,22%,5.3%,11%,-10%,.,-7%,12%,?
CCOC(=O)C1CCN(C(=O)CCCN2C(=O)c3ccccc3C2=O)CC1,-21%,5%,0.1%,?,-18%,i,-3%,1%,11%
CCCCOc1ccc(C2c3c(-c4ccccc4O)n[nH]c3C(=O)N2Cc2ccncc2)cc1OC (centres undefined),-27%,.,-0.3%,.,?,.,.,-10%,-20%
O=C(/C=C/c1ccccc1[N+](=O)[O-])Nc1ccccc1,-7%,-4%,?,.,1%,i,-4%,-6%,5%
N#CC(c1ccc(Cl)nn1)c1ccccc1Cl (centres undefined),-24%,21%,-0.5%,-4%,-4%,i,-4%,-11%,-3%
CC(OC(=O)c1ccccc1C(=O)N(C)c1ccccc1)C(=O)Nc1ccc(C(N)=O)cc1 (centres undefined),0%,8%,-0.4%,8%,4%,i,6%,-2%,-5%
CCOCCCNC(=O)c1cc2c(=O)n3ccccc3nc2s1,-14%&-16%,0%,5.6%&24%,7%,0%&2%,i,2%,1%&8%,?
CCOC(=O)C1=CN(Cc2ccco2)S(=O)(=O)N(C)C1c1ccc2ccccc2c1 (centres undefined),-10%,?,7.9%,-11%,-27%,i,6%,-2%,2%
CC(C)n1nc(C(=O)Nc2nnc(C3CC3)s2)c2ccccc2c1=O,10%,19%,-0.7%,.,0%,i,20%,0%,?
COc1ccc(NC(=O)CN2CCN(CC(=O)Nc3ccc(F)cc3F)CC2)cc1,-13%,1%,-0.3%,1%,-9%,i,0%,11%,?

# An excerpt from above in order of length of the SMILES, smallest number first:
SMILES,HepG2 tox,MCF10A rereplic,Nrf2 ARE act,ATXN2 expr inh,TGFb inhibitor,ATXN viability,EPAC2 antagonist,A549 tox,Nrf2 inh
CCC(=O)Oc1c(C(=O)CC)cc2c(C)cc(=O)oc2c1C,0%,22%,5.3%,11%,-10%,.,-7%,12%,?
Cc1ccc(-n2nc3c(SCCN4CCOCC4)nnc(C)c3c2C)cc1,-1%,?,5.3%,-1%,-1%,i,-20%,-1%,-21%
CC(C)n1nc(C(=O)Nc2nnc(C3CC3)s2)c2ccccc2c1=O,10%,19%,-0.7%,.,0%,i,20%,0%,?
CC(OC(=O)c1ccccc1C(=O)N(C)c1ccccc1)C(=O)Nc1ccc(C(N)=O)cc1 (centres undefined),0%,8%,-0.4%,8%,4%,i,6%,-2%,-5%

# Additional entries follow.
SMILES,HepG2 tox,MCF10A rereplic,Nrf2 ARE act,ATXN2 expr inh,TGFb inhibitor,ATXN viability,EPAC2 antagonist,A549 tox,Nrf2 inh
Cc1ccc(C(=O)NNC(=O)c2cc3ccccc3cc2O)cc1,-26%,-1%,0.4%,-24%,-2%,.,3%,-6%,8%
CCS(=O)(=O)NCC(c1cccnc1)N1CCN(c2ccccc2)CC1 (centres undefined),-11%,9%,0.0%,0%,7%,i,-6%,?,0%
Oc1oc(-c2ccccc2Br)nc1/C=N/c1ccccn1,-25%,7%,?,.,-16%,i,-6%[57.1 µM],2%,15%
CC(C)(O)CC[C@@H](O)[C@](C)(O)C1CC[C@@]2(O)C3=CC(=O)[C@@H]4C[C@@H](O)[C@@H](O)C[C@]4(C)C3CC[C@]12C (some centres undefined),15%,-7%,0.5%,13%,9%,i,4%,0%,-5%
S=c1[nH]nc(CSc2nc3ccccc3s2)o1,-12%,-1%,4.3%,3%,-2%,i,-1%,-6%,-8%
CCCNC(=O)COc1coc(CN2CCN(c3ccccc3OC)CC2)cc1=O,-1%,0%,-0.5%,.,-3%,i,0%,-14%,6%
CC(=O)c1ccccc1N(C(=O)c1ccco1)C(C(=O)NC1CCCC1)c1ccc(C)cc1 (centres undefined),-11%,-19%,-0.2%,4%,-2%,i,-8%,-6%,5%
CCN(CC)CCOC(=O)c1cccc2c1-c1ccccc1C2O (centres undefined),12%,3%,0.0%,2%,2%,i,-1%,-1%,-12%
O=C1C=C(c2ccc(-c3ccccc3)cc2)C[C@@H](c2ccc3c(c2)OCO3)C1,-2%,23%,-1.0%,3%,9%,i,-9%,2%,14%
CCCC(=O)NCCCc1nc2ccccc2n1CCC,-30%,-1%,0.2%,4%,3%,i,-1%,-3%,?
O=Cc1cc([N+](=O)[O-])ccc1N1CCN(Cc2ccc3c(c2)OCO3)CC1,-34%,?,-0.1%,-24%,-27%,i,-12%,-2%,-11%
Cc1ccc2oc(=O)c3cnn(CC(=O)N4CCCc5ccccc54)c3c2c1,4%,1%,-0.4%,3%,-4%,i,-2%,13%,2%
S=C(Nc1ccc(Cl)cc1Cl)N1CCCCC1,-8%,11%,3.4%,42%[activator],-20%,i,3%,1%,?
COc1ccc(CSc2nc(N3CCOCC3)c3c(c2C#N)CC(C)(C)OC3)cc1,-6%,1%,-0.5%,2%,-19%,i,-2%,-5%,?
O=C(C(Cc1ccccc1)n1cccc1)N1CCN(c2ncccn2)CC1 (centres undefined),-20%,2%,-2.0%,-12%,-4%,i,-16%,9%,-8%
NCc1nc(-c2ccc(Cl)cc2)no1,-9%,-4%,3.4%,.,-7%,i,1%[57.1 µM],?,2%
CCN(CC)CCCNC(=O)C1c2ccccc2C(=O)N1Cc1ccc(C)cc1 (centres undefined),-68%,-2%,-0.2%,-2%,-5%,i,-4%,15%,6%
CC(=O)c1c(O)cc(C(C)C)n(-c2ccccc2)c1=O,-1%,10%,-0.3%,-10%,?,?,11%,?,-2%
COc1ccc(NC(=O)N2CCCC2C(=O)NC23CC4CC(CC(C4)C2)C3)cc1 (centres undefined),-7%,-2%,0.1%,-22%,-22%,i,1%,-1%,15%
O=S(=O)(c1ccc(Br)cc1)c1nc(-c2ccco2)oc1SCc1ccccc1Cl,-13%,.,0.3%,-8%,2%,i,.,20%,?
CN(C)CCCN1C(=O)c2cc3ccccc3cc2C1=O,-29%,0%,-0.5%,.,0%,i,0%,4%,-12%
N#CC1=C(N2CCOCC2)/C(=C\c2ccccc2)CC1,-11%,10%,4.3%,.,-20%,i,-28%,-16%,-15%
CCOC(=O)CSc1nc(C)[nH]c1[N+](=O)[O-],-17%,?,-0.2%,-10%,-9%,i,13%,-13%,-6%
Cc1ccccc1C(=O)Oc1cc(-c2ccc3c(c2)OCO3)cc(=O)c2c(C)oc(C)c12,-15%,.,0.7%,-24%,92%[activator],i,.,-12%,3%
Cc1cccc(-c2cc3nc4c(c(N5CCC6(CC5)OCCO6)n3n2)CCCC4)c1,-4%,15%,2.3%,29%,8%,i,-10%,-12%,29%
O=C(NCC(c1ccco1)N1CCCCC1)c1ccc(NS(=O)(=O)c2ccc(F)cc2)cc1 (centres undefined),-20%,13%,0.5%,-12%,-6%,i,-10%,-9%,2%
O=S(OCCN1CCOCC1)C(c1ccccc1)c1ccccc1 (centres undefined),7%,-9%,2.7%,9%,-3%,i,2%,-1%,14%
CCOCc1nnc(NC(=O)c2cc(OC)c(OC)c(OC)c2)s1,1%,3%,-0.2%,-12%,29%,i,12%,8%,-23%
O=C(c1ccc(F)cc1)N1CCN(c2ccc(N3CCOCC3)nn2)CC1,5%,?,-0.4%,1%,-9%,i,0%,2%,-12%
Cc1cc(Cl)ccc1OCC(=O)NCc1ccncc1,-17%,-8%,6.4%,37%[activator],-9%,i,1%,6%,12%
Cc1ccnc(NS(=O)(=O)c2ccc(NC(=O)c3c(-c4ccccc4Cl)noc3C)cc2)n1,0%,1%,-0.5%,6%,-16%,i,4%,-4%,-3%
CC(C)c1nc(SCC(=O)Nc2ccc(N3CCOCC3)cc2)c2ccccc2n1,-9%,?,3.7%,-7%,-1%,i,10%,-2%,0%
COc1ccc(C(O)c2nc(/C=C/c3ccc(C(F)(F)F)cc3)cs2)cc1 (centres undefined),-11%,.,0.8%,-9%,-21%,i,-23%,.,.
CC(=O)Nc1nc2ccccc2n1CCOc1ccccc1,-35%,?,-0.3%,-15%,4%,i,2%,0%,?
O=C(NCC(c1ccco1)N1CCN(c2ccccc2F)CC1)c1ccco1 (centres undefined),3%,0%,-0.2%,-5%,-13%,i,4%,1%,15%
O=C(NCc1ccco1)C(c1cccs1)N(C(=O)Cc1cccs1)c1ccccc1 (centres undefined),-18%,?,4.0%,0%,-3%,i,-2%,-14%,-2%
CC(C)c1ccc(NC(=O)NC(C)c2ccc3c(c2)OCO3)cc1 (centres undefined),-22%,19%,-0.3%,-6%,0%,i,-19%,0%,-9%
CCCC(=O)Nc1ccc(C(=O)Nc2nnc(COCC)s2)cc1,-1%,-2%,0.0%,-2%,-9%,i,22%,3%,21%
CSc1ccc(CCNC(=O)CCc2c(C)nc3c(c(C)nn3-c3ccccc3)c2C)cc1,2%,.,0.6%,-6%,-15%,i,.,2%,14%
Cc1cc(NC(=O)Nc2csc3c2CCCC3)ccc1Br,0%,.,2.2%,.,?,.,.,0%,13%
